Arr AP2 block: inhibitors of beta-arrestin/AP2 binding, primary screen, biochemical, GPCR trafficking, flow cytometry; hit rate 0.31% among 340,000; beta-arrestin 1 C-terminal peptide binding to AP2 beta2-adaptin appendage (human); inhibition, % at 10 µM; FITC-arrestin peptide / GST-AP2 beads; AP2 beta2 appendage carries R879A mutation;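 active = inhibition above a set limit, near 3 SD of compounds lacking own fluorescence, cut at about 54% in these data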;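 note: plate controls were DMSO wells for no effect and 5 µM unlabelled arrestin peptide for full effect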
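System: GST-tagged AP2 beta2-adaptin appendage (R879A) on 4 µm glutathione beads / Reagent: FITC-arrestin peptide, 50 nM / Detection: HyperCyt-sampled flow cytometry, FL1 channel, ex 488/em 535 nm / Timing: 12 min plus 1 h, RT / Buffer or medium: PBS plus Tween 20 (0.05%) and BSA (0.1%)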
Keap1-Nrf2 PPI: Keap1-Nrf2 protein-protein interaction inhibitors, primary screen, biochemical, fluorescence polarization, single point; inhibition, % at 9.4 µM; Keap1 Kelch-Nrf2 peptide fluorescence polarization, 1536-well; Kelch-like ECH-associated protein 1 (Homo sapiens), Q14145; hit rate 0.15% among 340,000; in the data active = inhibition above about 12%;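 note: human Keap1 Kelch domain with fluorescein labeled Nrf2 9mer peptide probe; 0% = neutral control wells and 100% = peptide positive control; higher means more block of Keap1 binding to Nrf2 peptide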
CAL PDZ FP-1: untagged CAL PDZ binding inhibitors, primary screen, biochemical, fluorescence polarization, HTS | Golgi-associated PDZ and coiled-coil motif-containing protein (Homo sapiens), Q9HD26 | purified CAL PDZ, TMR-peptide fluorescence polarization, 1 h | inhibition, % at 24.9 µM | hit rate 0.92% among 300,000 | AID 602252, 2012;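 active = mean inhibition of at least 30% with at least half of replicates also reaching 30%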;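 note: 0% = DMSO neutral control and 100% = excess unlabeled competitor peptide PRC23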
DSG3 Ab inh: inhibitors of pemphigus antibody binding to DSG3, primary screen, biochemical, bead-based, flow cytometry, scFv-GFP | DSG3-coupled beads, scFv-anti-DSG3-GFP binding; stronger effect = lower value | binding (percent of control), % at 10 µM | hit rate 0.48% among 310,000;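 active = binding more than 3 SD below its plate's average and above zero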; note: some compounds called inactive have numbers as strong as hits
DAGLB inhibitor: DAGLB lipase inhibitors, primary screen, biochemical, fluorescence, HTS; Diacylglycerol lipase-beta (Homo sapiens), Q8NCG7; HEK293T DAGLB membrane lysate, EnzChek fluorogenic substrate; inhibition, % at 5.17 µM; hit rate 0.059% among 340,000; AID 504411, 2011; in the data active = inhibition above about 34%;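 note: 0% = enzyme with vehicle and 100% = wells lacking enzyme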
Target sequence (Q8NCG7 whole entry, looked up): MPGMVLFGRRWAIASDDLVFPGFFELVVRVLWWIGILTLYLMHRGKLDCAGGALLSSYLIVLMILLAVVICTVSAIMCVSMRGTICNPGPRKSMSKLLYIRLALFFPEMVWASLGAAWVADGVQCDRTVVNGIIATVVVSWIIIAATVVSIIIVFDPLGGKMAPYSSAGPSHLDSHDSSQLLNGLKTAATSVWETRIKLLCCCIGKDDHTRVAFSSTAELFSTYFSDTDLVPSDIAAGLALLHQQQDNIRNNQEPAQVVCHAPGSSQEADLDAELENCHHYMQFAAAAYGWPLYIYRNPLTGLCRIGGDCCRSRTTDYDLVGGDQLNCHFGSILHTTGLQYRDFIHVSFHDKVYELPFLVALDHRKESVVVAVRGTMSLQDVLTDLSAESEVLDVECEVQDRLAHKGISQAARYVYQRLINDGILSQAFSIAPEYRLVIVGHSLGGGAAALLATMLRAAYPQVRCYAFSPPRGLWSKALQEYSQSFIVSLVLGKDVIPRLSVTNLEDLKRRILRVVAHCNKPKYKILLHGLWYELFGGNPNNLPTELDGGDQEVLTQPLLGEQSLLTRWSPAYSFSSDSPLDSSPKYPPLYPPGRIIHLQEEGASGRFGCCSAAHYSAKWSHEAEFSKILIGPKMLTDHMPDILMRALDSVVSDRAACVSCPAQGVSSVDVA
V-ATPase pH: regulators of yeast V-ATPase proton pumping, primary screen, pHLuorin cytosolic pH fluorescence; hit rate 0.37% among 350,000; S. cerevisiae; response, % at 10 µM; in the data active = response mostly above about 7.3%, no sharp cut-off; inactive = mostly below about 5.4%; note: actives read high; inactives centre near 0; some compounds called inactive have numbers as strong as hits; reference of the scale not given here
Cardiac RTF inh: cardiac RTF calcium sensitivity inhibitors, primary screen, biochemical, IANBD-TnC fluorescence, EC70 calcium. Troponin I, cardiac muscle (Homo sapiens) + Troponin T, cardiac muscle (Homo sapiens) + …. IANBD-labeled cardiac RTF, Ca2+ fluorescence. inhibition, % at 7.15 µM. hit rate 0.12% among 340,000. AID 493244, 2011;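 active = inhibition above the mean inhibition of all tested compounds plus 3 SD, cut at about 17% in these data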;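 note: assay run at fixed EC70 calcium of 1.6 mM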
CAL PDZ FP-2: CAL PDZ peptide-binding inhibitors, primary screen, biochemical, fluorescence polarization, Cer-tagged CAL PDZ, HTS; Golgi-associated PDZ and coiled-coil motif-containing protein (Homo sapiens), Q9HD26; purified CAL PDZ, TMR-peptide fluorescence polarization, 1 h; inhibition, % at 20 µM; hit rate 0.02% among 330,000; AID 504414, 2011;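 active = highest replicate inhibition of at least 40%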;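 note: plate controls were DMSO neutral control wells for no effect and unlabeled competitor peptide control wells for full effect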
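Material: tagged CAL PDZ domain; buffer or medium: 25 mM sodium phosphate pH 7.4, 150 mM NaCl, TCEP, IgG, Thesit; compound dosing: single point, 20 µM; schedule: 1 h incubation at room temperature before polarization reading; measured by: FP readout, S and P plane fluorescence; read-out basis: percent inhibition from loss of millipolarization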
NSD2 HMT inh: NSD2 histone methyltransferase inhibitors, primary screen, biochemical, AlphaScreen, single concentration, set 2. inhibition, % at 12.5 µM. hit rate 0.54% among 310,000. NSD2 peptide methylation, 120 min; in the data active = inhibition above about 50%
LANA DNA inh: inhibitors of KSHV C-LANA binding to DNA, primary screen, biochemical, fluorescence polarization, FAM-LBS DNA, MBP-C-LANA, single point; Kaposi's sarcoma herpesvirus LANA C-terminal domain (residues 932-1162) DNA binding; hit rate 0.078% among 340,000; AID 504423, 2011; inhibition, % at 9 µM;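 active = highest replicate inhibition at or above 60% at 9 µM, even if other replicates fall short; inactive = all replicates below 60% inhibition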;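 note: 0% = neutral control wells and 100% = 4 µM acridine orange control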
Active calls of the source: *; · = no result given; & = joins results of further samples. An excerpt. The share of hits here may be higher or lower than overall.

Arr AP2 block	Keap1-Nrf2 PPI	CAL PDZ FP-1	DSG3 Ab inh	DAGLB inhibitor	V-ATPase pH	Cardiac RTF inh	CAL PDZ FP-2	NSD2 HMT inh	LANA DNA inh	molecule
-4	2	-3	115	1	0	3	-2.3	6	0.7	CC1CCC/C(=N\NC(=S)NCc2ccccc2)C1 (configuration not stated)
18	3	0	106	-1	3	-12	-0.2	-2	1.0	CCCNC(=O)c1cc(-c2ccccc2)c(N2CCCCC2)s1
4	-2	-3	108	-9	-1	0	-2.6	-2	0.2	CN(C)c1nc(SCCOC(=O)Nc2ccccc2)nc(N(C)C)n1
6	-6	2	79*	-6	-1	-7	-0.5	-4	0.8	CSc1ncccc1C(=O)OCc1ccc([N+](=O)[O-])cc1
27	-3	1	93	-2	-3	-2	0.3	-11	-3.2	CCC(=O)Nc1nc(=S)ss1
11	5	-4	101	0	-4	10	-0.2	-1	0.9	O=C1CCCC2=C1C(c1ccccc1)NC(=S)N2 (configuration not stated)
6	-1	·	112	1	2	0	-0.8	3	0.0	CCCCCc1ccc(OCCCC[n+]2ccc(C)cc2)c(CCCCC)c1
-15	-2	-2	92	2	1	-1	0.6	-2	0.2	COc1cc(C)c(S(=O)(=O)Nc2ccc(CC(=O)O)cc2)cc1C
-2	1	-4	·	-5	-1	-8	-1.1	-1	-0.4	CC(=O)N/C(=C\c1ccccc1)C(=O)OCC(=O)Nc1ccc(C)c(S(=O)(=O)N(C)C)c1
2	1	-2	114	-5	8	-7	-2.0	0	0.1	CN(CC(=O)Nc1ccc(Cl)c(C(F)(F)F)c1)C(=O)C1(c2ccccc2)CC1
5	-3	1	·	2	4	-14	-1.3	1	1.0	CC(=O)c1ccc(S(=O)(=O)NCC(=O)Nc2nc3ccccc3[nH]2)cc1
36	2	-3	93	-3	-1	2	0.3	1	-0.3	O=C(NC(=S)Nc1ncccn1)c1ccccc1Cl
18	1	-10	95	2	1	-1	-1.4	·	-1.6	Cc1ccc(/C=C/c2nc3sc(C(=O)O)c(C)c3c(=O)[nH]2)cc1[N+](=O)[O-]
3	-5	-3	108	-3	-1	-5	-0.5	-10	1.5	CC(CCc1ccccc1)NC(=O)CC(C)c1ccccc1 (configuration not stated)
-4	-4	1	105	-12	5	-3	-0.6	-1	-0.1	OCc1cn(-c2ccccc2)nc1-c1cc2ccccc2o1
-5	-2	26	95	0	-1	-7	-3.2	-6	-1.8	CS(=O)(=O)N(CC(=O)N1CCCC1)Cc1ccc(Cl)c(Cl)c1
-7	-10	-5	104	0	-1	-2	-1.1	·	-0.3	COc1ccc(-c2cc(CCCC(=O)NCc3ccccn3)no2)cc1
29	3	·	97	-5	1	-4	-0.6	-3	0.4	COc1ccc(OCC(=O)Nc2ccc(N3CCN(Cc4ccccc4F)CC3)cc2)cc1
11	3	1	·	-2	5	-2	-2.9	-4	-0.2	O=C(NCc1ccccc1F)c1ccc2ccccc2n1
9	1	4	107	2	-1	-1	-4.8	·	-0.7	CC1CCCC(NC(=O)Cn2cc3c(n2)CCCCC3)C1C (configuration not stated)
11	-3	-4	98	3	4	-5	0.4	4	-0.8	Cc1ccccc1N(Cc1cc(=O)[nH]c2ccccc12)C(=O)CCl
5	-4	-6	115	-2	-1	4	-3.2	8	-1.6	Cc1c(NC(=O)c2cccc(NC(=O)Cc3c(F)cccc3Cl)c2)c(=O)n(-c2ccccc2)n1C
-8	-2	0	·	-3	1	-1	-0.7	-1	0.3	CCS(=O)(=O)c1ccc2oc(Nc3ccc(C(C)(C)C)cc3)nc2c1
26	1	0	97	-4	-2	1	-1.2	·	1.7	C[C@H](CCC(=O)OCc1cn(CC(=O)c2ccc(O)cc2)nn1)C1CC[C@H]2[C@@H]3CC[C@@H]4C[C@H](O)CC[C@]4(C)[C@H]3C[C@H](O)[C@]12C (some centres not stated)
30	0	-1	96	-1	-3	-2	-2.3	·	0.0	Nn1c(SCC(=O)NCCN2C(=O)CSC2=O)nnc1-c1ccc(OC(F)F)cc1
-7	-5	-5	·	-5	0	8	-0.3	-1	0.5	CC(C)n1ncc2c(C(=O)N3CCN(c4ccccc4)CC3)cc(-c3ccccc3)nc21
13	1	1	112	3	-1	-3	-0.9	3	0.3	N#C/C(=C\c1cc([N+](=O)[O-])ccc1Cl)C(N)=O
24	2	3	·	-2	0	-18	-2.1	-5	-0.6	COc1ccc(C(CNC(=O)Cc2cccs2)N(C)C)cc1 (configuration not stated)
-14	-2	·	100	-1	-1	-5	-2.5	-4	-0.8	O=C(c1cc(COc2ccc(F)cc2F)on1)N1CCN(C2CCCC2)C(=O)C1
31	-2	-3	95	-2	0	-7	0.0	·	0.0	CC(C)[C@H](NC(=O)[C@@H]1Cc2ccccc2CN1C(=O)OC(C)(C)C)C(=O)NCC1CCC(C(=O)O)CC1 (some centres not stated)
-4	-4	-4	·	-2	4	4	-0.4	0	0.0	CCCCOc1ccc(OC(=O)c2cccnc2)cc1
-3	-1	0	98	1	1	-7	-1.6	4	-1.4	COc1ccc(N2CCN(CC(=O)c3ccc(Cl)cc3)CC2)cc1
-1	-5	-2	114	-6	0	0	-2.0	0	-1.1	S=C(Nc1ccc(Cl)c(Cl)c1)NC1CCN(Cc2ccccc2)CC1
-1	0	5	·	1	-2	-2	-2.2	-1	-1.2	CCOC(=O)CC(=O)Nc1nc2ccccc2s1
·	·	·	98	1	0	·	·	16	·	COc1ccc(CN2CCNC(=O)C2CC(=O)N(C)C2CCOCC2)cc1OC (configuration not stated)
1	-2	-1	100	-6	-3	-4	-1.9	-3	-0.4	COc1ccc(CN2CCCN(S(=O)(=O)c3ccc(Br)cc3)CC2)cc1
-17	-3	·	91	1	5	-11	-2.1	0	-0.5	CC(=O)Nc1ccc(C(=O)Nc2nc(-c3ccccn3)cs2)cc1
9	1	14	109	-14	-5	-9	0.8	0	-2.1	Cc1cc(-c2ccccc2)nc(Oc2ccc(C(C)(C)C)cc2)c1S(C)(=O)=O
-3	2	-1	77	0	4	-6	-0.9	-1	-1.6	CC(C)Cc1nnc(NC(=O)CCC(=O)NC2CCCCC2)s1
3&14	-3&-4	0&-3	101	0&-2	-2&-4	-7&1	0.5&-0.4	7&3	-0.6&0.6	COCC(C)n1c(-c2ccc3c(c2)NC(=O)CO3)csc1=Nc1ccc(OC(F)F)cc1 (configuration not stated)
-12	1	0	115	1	2	-2	3.8	3	-0.5	COc1cc(C(=O)Nc2cc3c(cc2N2CCCCC2)n(C)c(=O)n3C)cc(OC)c1OC
-7	4	4	104	-1	1	-23	-1.7	·	0.1	Cc1ccc(-n2c(O)c(C=NCc3ccccn3)c3ccccc3c2=O)cc1
-1	1	-4	97	4	0	1	-0.8	1	1.6	COc1cc2c(cc1OC)C(COc1ccc([N+](=O)[O-])cc1)NCC2 (configuration not stated)
26	2	-6	101	2	-2	-15	-0.9	-1	-0.1	O=C(Nc1cccc(O)c1)c1ccc2c(c1)C(=O)N(Cc1ccco1)C2=O
14	2	-3	97	5	4	-12	-15	3	2.4	CC(C)=CCN1CCN(Cc2coc3ccc(C)cc3c2=O)CC1CCO (configuration not stated)
39	1	-4	107	0	0	-4	-0.8	0	4.0	COC(=O)c1cc(OC)c(OC)cc1NC(=O)Nc1ccc(OC)cc1
3	4	2	101	3	4	1	-0.5	0	0.1	CC1CC(=O)C2=C(C1)Nc1ncnn1C2c1ccccc1 (configuration not stated)
-5	-5	7	117	-2	-2	-5	-1.9	-1	-0.2	Cc1ccccc1N/C(=N/S(=O)(=O)c1ccccc1)c1ccc(F)cc1
13	-2	·	113	-2	-1	-9	-0.6	0	3.4	CCCOc1ccc(/C=N/NC(=O)CN2CCCCC2)cc1
3	-3	-2	102	1	1	-8	-2.4	3	-1.0	N#CCSc1nnc(Nc2ccccc2)s1
-4	0	64*	91	-2	0	1	0.1	0	-0.8	CCN(C(=O)CCc1ccccc1)C1CCCCC1
-2	-4	0	102	-5	1	10	-0.5	6	-1.0	Cc1ccc(CN2CCN(/N=C/c3ccc(C(F)(F)F)cc3)CC2)cc1
-6	-2	-1	107	2	-3	-15	0.4	11	1.3	COc1ccc(C(C)=O)cc1CSc1nnc2c(Cl)cc(Cl)cn12
0	-6	1	118	-4	-3	-1	·	-2	-3.6	Cc1ccccc1N=C/C=C1\N(C)c2ccccc2C1(C)C
4	-3	2	102	-2	-4	0	-1.3	-1	-0.2	CCOC(=O)NN1C(=O)c2ccccc2NC1c1ccc(N(C)C)cc1 (configuration not stated)
-4	4	-18	78	1	-4	3	-1.9	-2	-0.9	O=C(Oc1cc(=O)oc2ccccc12)c1cccnc1Cl
9	6	-5	97	1	-5	4	-0.5	10	-2.7	Cc1ccc(OCC(=O)NCCN2CCOCC2)cc1C
18	0	·	101	0	-4	-12	-0.2	-2	1.1	Cn1c(=O)[nH]c(=O)c2c1nc(CN(Cc1ccccc1)Cc1ccccc1)n2CCN1CCOCC1
27	-3	-1	·	-2	-6	-8	-0.8	7	2.6	N#Cc1nc(COc2ccc(Br)cc2)oc1N1CCCC1
-2	-3	-3	103	-4	2	3	-0.5	1	-1.8	COc1ccc(OCC(=O)N/N=C2\CCCc3ccccc32)cc1
7	1	-4	96	0	-2	-1	0.8	-2	-1.3	COc1ccc2nc(SCC(=O)NCc3ccc(S(N)(=O)=O)cc3)[nH]c2c1
37	1	0	111	-3	3	-4	-0.2	-1	3.8	COc1ccc(NC(=O)c2sc(NC(=O)C3CC3)nc2C)cc1

Screening data deposited in PubChem BioAssay by several laboratories.
